ELG1 repair inh – qHTS screen for small molecules that inhibit ELG1-dependent DNA repair in human embryonic kidney (HEK293T) cells expressing luciferase-tagged ELG1; HEK293T ELG1-luciferase reporter, luminescence, 16 h; DNA damage induced by 5-fluorouridine; Potency, µM (highest dose often 46.1 µM), for the others: top-dose activity change, negative = inhibition, usual class: inhibitors; actives 2.3% (n = 330,000); AID 504467, 2011; also: potency is read from the fitted curve at half-maximal effect; % is scaled to controls: 0 for no effect and ±100 for the full control effect; nearly all actives have a fitted effect of over 55% in size
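HEK293T cells expressing luciferase-tagged ELG1 (2,000/well) received 5-Fluorouridine plus compound or DMSO for 16 hr at 37 °C. Luciferase was read by ONE-Glo luminescence after 30 min at room temperature.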
PTAP TSG101 blk – qHTS Assay for Iinhibitors of HIV-1 Budding by Blocking the Interaction of PTAP/TSG101 | Tumor susceptibility gene 101 protein (Homo sapiens), Q99816 | Fluorescence polarization, FITC-PTAP peptide / Tsg101 binding | Potency, µM (highest dose often 115 µM), for inactives: at the highest dose activity change, negative = inhibition, actives largely listed as inhibitors | 340,000 tested, under 10 active | AID 493005, 2010; active = well fitted inhibition curve with a large enough effect in the main read-out, with a control signal flat, not every such curve was filed as active; inconclusive = small, poorly fitted or top-dose-only effect, or effect the other way, or a change in a side signal; inactive = no such curve, though single readings can be large or run the other way; also: potency is read from the fitted curve at half-maximal effect; % of control where 0% means no effect
Target sequence (Q99816 whole entry, looked up): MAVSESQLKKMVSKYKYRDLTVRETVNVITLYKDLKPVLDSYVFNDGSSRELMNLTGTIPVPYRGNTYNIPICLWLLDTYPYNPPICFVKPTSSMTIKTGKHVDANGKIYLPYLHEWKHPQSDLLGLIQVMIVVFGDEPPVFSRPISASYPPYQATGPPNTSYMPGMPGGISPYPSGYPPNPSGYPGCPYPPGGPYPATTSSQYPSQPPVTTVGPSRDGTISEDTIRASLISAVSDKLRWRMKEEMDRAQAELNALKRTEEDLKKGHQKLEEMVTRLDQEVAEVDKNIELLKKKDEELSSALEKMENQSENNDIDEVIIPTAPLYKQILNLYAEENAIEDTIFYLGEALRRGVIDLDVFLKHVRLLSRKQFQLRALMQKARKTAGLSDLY
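Tsg101 binding domain (10 uM final) was mixed with compound and a FITC-labeled PTAP peptide (50 nM final) in HEPES pH 7.5 buffer with NaCl, Tween 20, EDTA and TCEP; fluorescence polarization was read after 20 min at r.t.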
Eya2 inh – qHTS Assay for Inhibitors of the Phosphatase Activity of Eya2. Protein phosphatase EYA2 (Homo sapiens), O00167. recombinant Eya2, OMFP fluorescence dephosphorylation (OMFP is methylfluorescein phosphate). Potency, µM (highest dose often 76.9 µM), for inactives: at the top dose activity, negative = inhibition, usual class: inhibitors. actives 0.006% (n = 330,000); also: potency is read from the fitted curve at half-maximal effect; % is scaled to controls: 0 for no effect and ±100 for the full control effect
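Eya2 protein (added as 0.2 uM solution) was preincubated with compound for 10 min at ambient temperature in 50 mM HEPES pH 7.5, 50 mM NaCl, 5 uM MgCl2, 0.05% BSA, 1 mM DTT. OMFP (added at 50 uM) then reacted 10 min; fluorescence read at 485/525 nm.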
TSHR antagonist – Antagonists of the Thyroid Stimulating Hormone Receptor: HTS campaign; activity change, negative = inhibition, % at 11.5 µM; TSHR-expressing cells, TSH-stimulated cAMP HTRF, 2 h; hits give low values; actives 0.2% (n = 330,000); AID 504810, 2011; Thyrotropin receptor (Homo sapiens), P16473;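 active = activity change below a set negative limit, meaning inhibition stronger than a set level, cut at about -70% in these data; inconclusive = activity change between two set negative limits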; also: % is scaled to controls: 0 for no effect and ±100 for the full control effect
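Inhibition of cAMP made by TSHR-expressing cells under TSH stimulation (4nM final, EC80; 2 h, 37 deg C) is quantified with a one-step lysis HTRF kit, anti-cAMP cryptate versus cAMP-d2.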
uPA generation – qHTS for Inhibitors of Cell Surface uPA Generation. cell surface uPA generation assay, qHTS. Potency, µM (doses to about 38.3 µM), for the others: top-dose activity change, negative = inhibition, most hits filed as inhibitors. actives 0.31% (n = 330,000). AID 540303, 2011; active = well fitted inhibition curve with a large enough effect; inconclusive = small, poorly fitted or top-dose-only effect; inactive = no such curve, though single readings can be large or run the other way; tested in mouse RAW 264.7 cells; also: potency is read from the fitted curve at half-maximal effect; % is scaled to controls: 0 for no effect and ±100 for the full control effect; nearly all actives have a fitted effect of over 55% in size
TCR act – Activators of T cell receptors: qHTS campaign. primary human leukocytes, anti-CD3, IL-2 HTRF, 48 h. Potency, µM (highest dose often 9.22 µM), inactives show top-dose activation of IL-2 secretion, actives largely listed as activators. 330,000 tested, under 10 active. AID 504894, 2011; also: % of control where 0% means no effect
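48 hr co-incubation of compounds, a-CD3 beads and primary human leukocytes; IL-2 quantified homogeneously by HTRF with anti-IL-2 K and d2 conjugates.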
Mito fusion yeast – qHTS Assay for Small Molecule Inhibitors of Mitochondrial Division or Activators of Mitochondrial Fusion; S. cerevisiae fusion-defective mutant growth rescue, CellTiterGlo 48 h; Potency, µM (titrated, usually from 46.1 µM), for the others: top-dose growth rescue (activation), usual class: activators; AID 485298, 2010; actives 0.23% (n = 320,000);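 also: potency is read from the fitted curve at half-maximal effect; % of control where 0% means no effect; nearly all actives have a fitted effect of over 45% in size; temperature-sensitive fusion mutants such as fzo1-1 at 37 °C on non-fermentable ethanol glycerol medium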
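S. cerevisiae fusion-defective temperature-sensitive mutants (e.g. fzo1-1, mgm1-5) grown 48 h at 37C in YPEG (ethanol/glycerol non-fermentable) medium with 23 nl compound per well; growth rescue read as CellTiterGlo luminescence.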
Tb PFK inh – qHTS Assay to Find Inhibitors of T. brucei phosphofructokinase. T. brucei PFK, ADP-Glo luminescence. actives 0.17% (n = 330,000). Potency, µM (doses to about 57.5 µM), inactives show at the highest dose activity, negative = inhibition, most hits filed as inhibitors. ATP-dependent 6-phosphofructokinase (Trypanosoma brucei brucei), O15648;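 also: potency is read from the fitted curve at half-maximal effect; 0% = uninhibited 1x PFK enzyme wells and -100% = no-enzyme wells; nearly all actives have a fitted effect of over 60% in size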
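1.25 nM PFK with 0.5 mM F6P and 0.1 mM ATP in 0.1 M TEA pH 8.0, 5 mM MgCl2, incubated 45 min at room temperature; ADP measured by ADP-Glo luminescence; compounds titrated up to 57 uM.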
B2AR arrestin – qHTS assay of beta-arrestin-biased ligands of beta2-adrenergic receptor | AID 492947, 2010 | beta-arrestin recruitment to beta2AR, cell-based reporter | Potency, µM (highest dose often 46.1 µM), inactives show at the highest dose activation, actives largely listed as activators | actives 0.02% (n = 330,000) | Beta-2 adrenergic receptor (Homo sapiens), P07550;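 also: potency is read from the fitted curve at half-maximal effect; 0% = DMSO controls and full agonism = EC100 isoproterenol or metaproterenol; nearly all actives have a fitted effect of over 65% in size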
Target sequence (P07550 whole entry, looked up): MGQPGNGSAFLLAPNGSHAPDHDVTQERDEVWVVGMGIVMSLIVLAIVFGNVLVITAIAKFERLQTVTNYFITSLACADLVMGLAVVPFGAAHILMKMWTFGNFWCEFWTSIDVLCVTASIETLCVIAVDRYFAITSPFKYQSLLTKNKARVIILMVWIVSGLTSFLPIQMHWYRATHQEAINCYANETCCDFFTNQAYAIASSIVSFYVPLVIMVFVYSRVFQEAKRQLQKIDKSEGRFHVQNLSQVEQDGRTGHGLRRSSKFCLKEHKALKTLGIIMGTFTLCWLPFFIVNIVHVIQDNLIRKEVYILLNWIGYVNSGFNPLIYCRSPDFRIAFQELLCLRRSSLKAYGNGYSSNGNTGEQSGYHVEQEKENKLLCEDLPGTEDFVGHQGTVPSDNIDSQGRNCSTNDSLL
USP2a block – qHTS Assay for Inhibitors of Ubiquitin-specific Protease USP2a Using CHOP2 as the Reporter; Ubiquitin carboxyl-terminal hydrolase 2 (Homo sapiens), O75604; USP2 core, Ub-CHOP2 coupled fluorogenic reporter, 485/531; Potency, µM (titrated, usually from 38.3 µM), inactives show at the top dose activity change, negative = inhibition, hits mostly inhibitors; actives 0.01% (n = 330,000);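 also: potency is read from the fitted curve at half-maximal effect; plate controls were DMSO wells for no effect and full inhibition by NEM control for full effect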
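Cell-free coupled assay: 10nM USP2 core preincubated 30min RT with compound in Tris-HCl pH 8.0/CaCl2/CHAPS buffer, then 25nM Ub-CHOP2 and 25nM reporter substrate; fluorescence (Ex 485/Em 531) read after 60min RT, normalized to NEM inhibition, concentration-response curves fitted.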
Chronic BCR inh – qHTS Assay to Find Inhibitors of Chronic Active B-Cell Receptor Signaling; Potency, µM (doses to about 46.1 µM), for inactives: at the highest dose ratio change, negative = lower green/red ratio, most hits filed as inhibitors; ABC-DLBCL IkBa-CBG/CBR reporter, luminescence ratio, 4 h; actives 0.05% (n = 340,000); active = well fitted inhibition curve with a large enough effect in the signal ratio, with a control signal flat, not every such curve was filed as active; inconclusive = small, poorly fitted or top-dose-only effect, or effect the other way, or a change in a side signal; the % refers to the signal ratio;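 also: potency is read from the fitted curve at half-maximal effect; plate controls were basal doxycycline-induced cells for no effect and cells given 10 µM MG132 for full effect; MG132 reads +100%, hits lower the ratio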
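TMD8 ABC-DLBCL cells carrying doxycycline-inducible green luciferase fused to IkappaBalpha plus unfused red luciferase were exposed to compounds (up to 46 uM) for 4 hrs at 37C. Activity came from the overlap-corrected green/red luminescence ratio.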
Starred values were filed as active, the others as inactive; [ ] = dose if it differs, or a comment. Unless noted, calls follow the shape of the dose curve; as a rule, active = well fitted curve in the direction sought with a large enough effect; inconclusive = small, poorly fitted or top-dose-only effect, or another doubt; inactive = no such curve, though single readings can be large; an effect the other way counts as inactive or inconclusive.

For Nc1ccnn1Cc1cccnc1 the results were ELG1 repair inh 1%, PTAP TSG101 blk -12%, Eya2 inh 4%, TSHR antagonist -9, uPA generation 1%, TCR act 4%, Mito fusion yeast -3%, Tb PFK inh -2%, B2AR arrestin -0.1%, USP2a block 1% and Chronic BCR inh 1%.
CCN(CC)CCCNS(=O)(=O)c1ccc(OC)cc1 was read as ELG1 repair inh 6%, PTAP TSG101 blk -6%, Eya2 inh -5%, TSHR antagonist 10, TCR act -22%, Mito fusion yeast -2%, Tb PFK inh 8%, B2AR arrestin -0.3%, USP2a block -2% and Chronic BCR inh -9%.
`CCNc1ccccc(C(=O)/C=C/c2ccc3c(c2)OCO3)c1=O` gave ELG1 repair inh -22%, PTAP TSG101 blk 0%, Eya2 inh 6%, TSHR antagonist 2, uPA generation -5%, TCR act 2%, Mito fusion yeast -7%, Tb PFK inh 2%, B2AR arrestin 0.4%, USP2a block 2% and Chronic BCR inh inconclusive.
`CCC(C)c1ccc(C(C)NC(=S)NCc2ccc(F)cc2)cc1` (configuration not stated) gave ELG1 repair inh 2%, PTAP TSG101 blk -7%, Eya2 inh -16%, TSHR antagonist -47, uPA generation -13%, TCR act 5%, Mito fusion yeast -10%, Tb PFK inh -6%, B2AR arrestin -0.7%, USP2a block -2% and Chronic BCR inh inconclusive.
For CC(C)(C)C(=O)NC(=S)NNC(=O)c1sc2ccccc2c1Cl the results were ELG1 repair inh inconclusive, PTAP TSG101 blk 2%, Eya2 inh -12%, TSHR antagonist -94*, uPA generation 1%, TCR act -5%[46.1 µM], Mito fusion yeast -26%, Tb PFK inh 10%, B2AR arrestin 0.0%, USP2a block -3% and Chronic BCR inh inconclusive.
For O=C(Cc1cccs1)N/N=C/c1ccco1 the results were ELG1 repair inh inconclusive, PTAP TSG101 blk 1%, Eya2 inh -15%, TSHR antagonist -5, uPA generation 2%, TCR act -3%[46.1 µM], Mito fusion yeast -3%, Tb PFK inh 1%, B2AR arrestin 0.4%, USP2a block 3% and Chronic BCR inh -1%.
Screening COc1ccc(NCC(=O)Nc2ccc(C#N)cc2)cc1Cl returned ELG1 repair inh 26µM*, PTAP TSG101 blk -2%, Eya2 inh -8%, TSHR antagonist 1, uPA generation 5%, TCR act -3%, Mito fusion yeast -4%, Tb PFK inh -3%, B2AR arrestin -0.1%, USP2a block -2% and Chronic BCR inh inconclusive.
COc1ccc(/C=C/C(=O)c2ccc(OC)cc2O)cc1 was read as ELG1 repair inh inconclusive, PTAP TSG101 blk -3%, Eya2 inh 1%, TSHR antagonist -13, uPA generation inconclusive, TCR act 0%, Mito fusion yeast 13%, Tb PFK inh -2%, B2AR arrestin 0.2%, USP2a block -2% and Chronic BCR inh inconclusive.
Screening CC(=O)[C@@]1(O)[C@H](C)CC2C3CC=C4CC(OP(=O)(O)O)CC[C@]4(C)C3CC[C@@]21C (some centres not stated) returned ELG1 repair inh -3%, PTAP TSG101 blk 3%, Eya2 inh 8%, TSHR antagonist 0, uPA generation 11%, TCR act 5%, Mito fusion yeast 1%, Tb PFK inh 0%, B2AR arrestin 0.4%, USP2a block -2% and Chronic BCR inh inconclusive.
For CCCCCCCC(=O)NNC(=O)CC(=O)Nc1ccccc1C(=O)O the results were ELG1 repair inh 10%, PTAP TSG101 blk -4%, Eya2 inh -13%, TSHR antagonist 3, uPA generation 6%, TCR act -1%[46.1 µM], Mito fusion yeast -1%, Tb PFK inh -2%, B2AR arrestin -0.1%, USP2a block -4% and Chronic BCR inh 10%.
For Cc1ccccc1CN(c1ccc(C(=O)NCc2cccnc2)cc1)S(C)(=O)=O the results were ELG1 repair inh -7%, PTAP TSG101 blk -5%, Eya2 inh -7%, TSHR antagonist -2, uPA generation 3%, TCR act -6%, Mito fusion yeast 6%, Tb PFK inh -2%, B2AR arrestin 0.4%, USP2a block 1% and Chronic BCR inh -2%.
For COC(=O)CSC1=C(C#N)C(c2sccc2C)CC(=O)N1 (configuration not stated) the results were ELG1 repair inh -10%, PTAP TSG101 blk 0%, Eya2 inh -1%, TSHR antagonist 26, uPA generation -9%, TCR act -9%[46.1 µM], Mito fusion yeast -4%, Tb PFK inh 5%, B2AR arrestin -0.1%, USP2a block 3% and Chronic BCR inh 0%.
CC(NCc1ccc(S(N)(=O)=O)cc1)C(=O)NCc1ccccc1 (configuration not stated) was read as ELG1 repair inh inconclusive, PTAP TSG101 blk -5%, Eya2 inh -25%, TSHR antagonist 13, uPA generation -10%, TCR act 2%, Mito fusion yeast -5%, Tb PFK inh -5%, B2AR arrestin 0.1%, USP2a block 0% and Chronic BCR inh -2%.
For Cc1ccc(OC(C)C(=O)Nc2ccc3c(c2)n(C)c(=O)n3C)cc1C (configuration not stated) the results were ELG1 repair inh 0%, PTAP TSG101 blk -5%, Eya2 inh 0%, TSHR antagonist 17, uPA generation 1%, TCR act 3%, Mito fusion yeast -1%, Tb PFK inh 0%, B2AR arrestin -1.1%, USP2a block 0% and Chronic BCR inh 0%.
Screening O=C(CSc1oc(-c2cccs2)nc1S(=O)(=O)c1ccc(F)cc1)NCC1CCCO1 (configuration not stated) returned ELG1 repair inh -4%, PTAP TSG101 blk -5%, Eya2 inh -2%, TSHR antagonist 3, uPA generation -4%, TCR act 8%, Mito fusion yeast 0%, Tb PFK inh 5%, B2AR arrestin 0.1%, USP2a block 2% and Chronic BCR inh 5%.
Cc1cc(C)c(-c2cc(NC(=O)COC(=O)c3ccc(C#N)cc3)n(-c3ccccc3)n2)cc1C was read as ELG1 repair inh 1%, PTAP TSG101 blk 0%, Eya2 inh -1%, TSHR antagonist 20, uPA generation 8%, TCR act -2%[46.1 µM], Mito fusion yeast 8%, Tb PFK inh 3%, B2AR arrestin -0.4%, USP2a block -2% and Chronic BCR inh 5%.
`COc1ccc2nc(NC(=O)C3=NN(c4ccccc4)C(=O)CC3)sc2c1` gave ELG1 repair inh -20%, PTAP TSG101 blk -2%, Eya2 inh -10%, TSHR antagonist -9, uPA generation 4%, TCR act -3%[46.1 µM], Mito fusion yeast 4%, Tb PFK inh 7%, B2AR arrestin -0.3%, USP2a block 0% and Chronic BCR inh inconclusive.
COc1ccc2[nH]c(=O)c(CN(CC3CCCO3)C(=S)Nc3ccccc3)cc2c1 (configuration not stated) was read as ELG1 repair inh -2%, PTAP TSG101 blk -4%, Eya2 inh -8%, TSHR antagonist 1, uPA generation 7%, TCR act -1%, Mito fusion yeast -1%, Tb PFK inh -2%, B2AR arrestin 0.0%, USP2a block 1% and Chronic BCR inh 7%.
Screening CN(CCO)c1nc(NCc2ccccc2)c2cnn(C)c2n1 returned ELG1 repair inh -18%, PTAP TSG101 blk -3%, Eya2 inh 6%, TSHR antagonist -3, uPA generation -8%, TCR act 5%, Mito fusion yeast 3%, Tb PFK inh -1%, B2AR arrestin 0.2%, USP2a block 0% and Chronic BCR inh 4%.

Bioassay records (PubChem BioAssay)
